NLRP3 yeast inh = NALP3 inhibition in yeast; inhibition, % at 10 µM; Yeast reconstituted NLRP3/ASC/caspase-1, beta-gal luminescence, 24 h; 330,000 tested, 0.39% active; AID 2825;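 active = inhibition of 50% or more; inactive = inhibition below 50%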;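 note: plate controls were induced DMSO wells for no effect and uninduced yeast grown without galactose for full effect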
hIAP act = human IAP activation; AID 2524; purified human IAP, CDP-Star luminescence, 30 min; active compounds read high; 1 = vehicle-only enzyme, 0 = enzyme-free background; P09923; activation factor at 10 µM; 330,000 tested, 0.16% active;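 active = activation factor of the enzyme at least 2-fold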; note: the source names both 10 and 20 µM as test concentration; values of inactives mirror those of a sister screen read the other way
TIM10 inh = inhibits growth of TIM10 yeast strain; 330,000 tested, 1.4% active; S. cerevisiae TIM10 strain growth, BacTiter-Glo luminescence, 24 h; inhibition, % at 10 µM;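 active = inhibition of 40% or more at the single tested concentration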;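 note: wild-type TIM10 isogenic control strain grown at permissive 25 °C; 0% = DMSO yeast wells and 100% = minimal medium wells without yeast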
mIAP activ = mouse IAP activation; activation factor at 10 µM; muIAP, CDP-Star luminescence, 30 min; active compounds read high; 1 = vehicle-only enzyme signal, 0 = enzyme-free wells; AID 2805; 330,000 tested, 0.24% active;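 active = activation factor of at least 2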; note: the source names both 10 and 20 µM as test concentration; values of inactives mirror those of a sister screen read the other way
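Assay system: mouse IAP enzyme / Compound: DMSO-dissolved test compounds / Timing: 30 min, room temperature / Measured by: luminescence from enzymatic CDP-Star hydrolysis / Control set: DMSO-only wells, enzyme-free buffer wells as negative control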
hIAP inh = blocks human intestinal alkaline phosphatase; inhibition, % at 10 µM; purified IAP, CDP-Star luminescence, 30 min; 330,000 tested, 0.12% active; P09923; AID 2544;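 active = inhibition reaching a set limit with compound at 10 µM in the primary screen, cut at about 35% in these data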;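 note: plate controls were DMSO wells with enzyme for no effect and no-enzyme buffer wells for full effect; values of inactives mirror those of a sister screen read the other way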
mIAP block = mouse IAP inhibition. AID 2806. inhibition, % at 10 µM. 330,000 tested, 0.2% active. purified mouse IAP, CDP-Star luminescence, 30 min;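 active = inhibition of at least 40% at 10 µM in the primary screen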;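 note: plate controls were DMSO with enzyme for no effect and no enzyme wells for full effect; values of inactives mirror those of a sister screen read the other way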
Apaf1 inhib = blocks human Apaf-1 apoptosome activity; reconstituted apoptosome caspase-3 activity, DEVD-Rh110 fluorescence; inhibition, % at 20 µM; 330,000 tested, 0.71% active; AID 489030; active = inhibition of at least 40% at 20 µM;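 note: plate controls were DMSO wells for no effect and DEVD-CHO caspase inhibitor wells for full effect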
Target sequence (O14727 whole entry, looked up): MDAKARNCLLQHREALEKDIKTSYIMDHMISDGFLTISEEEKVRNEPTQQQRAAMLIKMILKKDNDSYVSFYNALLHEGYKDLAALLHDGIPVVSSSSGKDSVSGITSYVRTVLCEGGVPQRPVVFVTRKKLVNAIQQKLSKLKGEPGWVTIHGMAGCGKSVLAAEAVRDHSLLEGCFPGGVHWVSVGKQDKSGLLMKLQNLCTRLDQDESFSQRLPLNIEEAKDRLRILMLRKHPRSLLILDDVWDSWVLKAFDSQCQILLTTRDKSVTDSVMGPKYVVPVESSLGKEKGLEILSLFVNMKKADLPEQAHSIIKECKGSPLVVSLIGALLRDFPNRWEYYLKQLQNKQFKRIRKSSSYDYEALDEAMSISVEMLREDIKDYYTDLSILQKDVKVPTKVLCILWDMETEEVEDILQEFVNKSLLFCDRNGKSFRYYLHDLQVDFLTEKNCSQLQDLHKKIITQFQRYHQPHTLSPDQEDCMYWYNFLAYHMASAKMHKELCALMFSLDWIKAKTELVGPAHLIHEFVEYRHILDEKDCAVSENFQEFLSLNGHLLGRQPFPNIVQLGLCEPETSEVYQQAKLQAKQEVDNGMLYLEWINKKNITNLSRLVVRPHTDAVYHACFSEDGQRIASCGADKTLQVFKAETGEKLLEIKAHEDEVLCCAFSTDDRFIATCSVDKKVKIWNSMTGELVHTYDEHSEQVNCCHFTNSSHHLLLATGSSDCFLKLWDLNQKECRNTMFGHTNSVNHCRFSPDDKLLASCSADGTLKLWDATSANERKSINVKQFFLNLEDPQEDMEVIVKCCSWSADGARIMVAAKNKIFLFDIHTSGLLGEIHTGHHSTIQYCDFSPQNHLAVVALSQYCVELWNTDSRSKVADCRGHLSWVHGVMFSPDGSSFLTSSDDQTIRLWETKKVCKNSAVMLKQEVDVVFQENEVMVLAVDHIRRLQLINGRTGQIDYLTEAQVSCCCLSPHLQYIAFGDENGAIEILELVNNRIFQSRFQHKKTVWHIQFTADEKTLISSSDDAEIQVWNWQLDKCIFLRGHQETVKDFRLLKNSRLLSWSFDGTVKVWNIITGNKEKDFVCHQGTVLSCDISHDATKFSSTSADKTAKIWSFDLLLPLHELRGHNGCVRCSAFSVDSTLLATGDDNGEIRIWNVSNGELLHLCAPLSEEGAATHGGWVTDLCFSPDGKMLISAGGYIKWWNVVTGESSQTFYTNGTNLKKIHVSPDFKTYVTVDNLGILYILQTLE
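Assay system: Apoptosome proteins | Medium: pH 7.5 Hepes buffer with CHAPS, BSA, DTT | Also added: Cytochrome c and DEVD-Rh110 substrate | Times: 30 min plus 50 min, RT | Detection: Rhodamine 110 fluorescence at Ex 480/Em 540 nm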
tim10-1 inh = tim10-1 yeast growth inhibition | S. cerevisiae tim10-1 ts strain growth, BacTiter-Glo, 24 h | inhibition, % at 20 µM | 330,000 tested, 2.2% active | AID 463190;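 active = inhibition of at least 40%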;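 note: mutant grown at 25 °C; 0% = DMSO wells with yeast and 100% = wells holding no yeast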
ATG4B inhibitor = inhibitors of human ATG4B cysteine protease | inhibition, % at 8.33 µM | ATG4B cleavage of LC3-PLA2, NBD-HPC fluorescence, 1 h | 340,000 tested, 0.51% active; in the data active = inhibition above about 40%
* hit, by the source's call; . = no result given.

Value order – NLRP3 yeast inh	hIAP act	TIM10 inh	mIAP activ	hIAP inh	mIAP block	Apaf1 inhib	tim10-1 inh	ATG4B inhibitor
COc1ccc(S(=O)(=O)NC2CC(=O)N(c3ccccc3)C2)cc1C (centres undefined)
 : 5	0.99	-12	1	1	-1	8	-9	-12
CN(C)CCN1C(=O)C(O)=C(C(=O)c2cc3ccccc3o2)C1c1cccc(Br)c1 (centres undefined)
 : 13	0.94	16	0.93	6	7	6	16	-7
Cc1ccccc1Oc1nc(-c2ccccn2)nc2ccccc12
 : 37	1.1	43*	0.9	-12	10	22	48*	35
CC(Sc1nc(N)cc(=O)[nH]1)C(=O)NC1CCCCC1 (centres undefined)
 : 3	0.94	-3	1.1	6	-8	3	6	5
CCc1cccc(OCC(=O)Nc2ccc(S(=O)(=O)Nc3ccccn3)cc2)c1
 : 6	1.2	12	0.91	-20	9	-4	18	-6
CC1(c2ccccc2)NC(=O)N(CC(=O)Nc2ccccc2N2CCCC2)C1=O (centres undefined)
 : 12	0.9	6	1	10	-2	10	20	9
COc1ccc(CNCc2ccc3c(c2)OCO3)cc1Br
 : 25	0.95	7	1.1	5	-8	0	-5	5
O=C(Nc1ccc([N+](=O)[O-])cc1)C(Cc1ccccc1)N1C(=O)c2cccc3cccc(c23)C1=O (centres undefined)
 : 15	0.84	8	0.92	16	8	13	6	-6
C=CCn1c(=O)[nH]c2cc(C(=O)N3CCN(c4cccc(Cl)c4)CC3)ccc2c1=O
 : 1	0.83	3	1.1	17	-7	29	10	-19
Cc1ccccc1OCCOc1ccc([N+](=O)[O-])cc1/C=N/n1cnnc1
 : 3	0.93	5	0.86	7	14	-2	14	-12
Cc1ccc(NC(=O)Cc2ccc3c(c2)OCCO3)cc1S(=O)(=O)N1CCCCC1
 : 5	0.98	7	1.8	2	-75	8	4	-4
COc1cc(C(=O)NC(C)c2cnn(-c3ccccc3C)c2C)cc(OC)c1OC (centres undefined)
 : -13	0.99	13	1.1	1	-7	10	24	-6
COc1ccccc1-c1cc(C(=O)NCCCn2ccnc2)no1
 : -5	1.2	-4	1	-20	-1	-17	-1	1
CCCCN(C(=S)NC(=O)c1cc(OC)c(OC)c(OC)c1)c1c(N)n(Cc2ccccc2)c(=O)[nH]c1=O
 : 8	0.84	12	0.9	16	10	8	16	1
Cc1ccc(-c2c(C(=O)N/N=C/c3c[nH]c4ccccc34)nnn2-c2nonc2N)cc1
 : 8	0.92	24	0.94	8	6	15	10	-17
CC(=O)N(Cc1ccccc1)Cc1cn(CCC#N)nc1-c1cccc([N+](=O)[O-])c1
 : 12	1	-18	1	-1	-1	2	9	-12
CCOC(=O)N1CCN(C(=O)C2CCN(C(=O)Nc3ccccc3)CC2)CC1
 : 9	1.2	-8	1	-18	0	-6	-8	-1
COc1ccc(-c2nc(NC(=O)C3CC(=O)N(Cc4ccco4)C3)sc2C)cc1 (centres undefined)
 : 4	1	2	0.95	-2	5	14	11	-14
CC(=O)C1=C(O)C(=O)N(c2ccc(O)cc2)C1c1cccc([N+](=O)[O-])c1 (centres undefined)
 : 5	0.94	-8	0.92	6	8	0	11	4
O=C(CNC(=O)c1ccccc1Cl)OCC(=O)N1CCc2ccccc21
 : 7	0.96	-8	1	4	-2	-4	5	3
O=C(CCCn1c(=O)c2ccccc2n(Cc2cccc(F)c2)c1=O)NC1CCN(Cc2ccccc2)CC1
 : 5	0.92	-4	0.95	8	5	-16	13	.
CCCS(=O)(=O)N1CCN=C1SCc1ccc(C)cc1
 : 35	2	14	1	-97	0	14	-16	-4
COc1cccc(CNC(=O)COC(=O)/C=C/c2ccc(SC)cc2)c1
 : 19	1.1	-8	0.94	-8	6	0	-5	15
CCOc1ccc(N(C(C)C(=O)Nc2ccc(OC)cc2)S(C)(=O)=O)cc1 (centres undefined)
 : 25	0.99	-4	0.98	1	2	-6	0	-7
COc1ccc(S(=O)(=O)N(CC(=O)NC2CC2)c2ccc(C)cc2)cc1
 : 15	1.2	12	0.96	-20	4	-6	14	0
CCOc1ccc(/C=C(/NC(=O)c2ccccc2)C(=O)NCCC(=O)O)cc1
 : 10	1.1	-3	0.96	-7	4	-1	-5	4
C=COCCNC(=O)Nc1ccc(Cl)c(Cl)c1
 : -2	1	-2	1.2	-4	-21	-11	-2	5
CCOC(=O)CSc1nc(C(C)(C)C)nc2ccccc12
 : 21	1.1	0	0.96	-10	4	5	-7	18
Clc1ccc(CSc2snnc2-c2ccccc2)cc1
 : 18	0.94	3	0.96	6	4	10	7	7
CSc1ccc(/C=N/NC(=O)c2ccc(C)c(C)c2)cc1
 : 25	1	-6	0.98	0	2	3	-77	5

Whole records from above. Values in the order: NLRP3 yeast inh | hIAP act | TIM10 inh | mIAP activ | hIAP inh | mIAP block | Apaf1 inhib | tim10-1 inh | ATG4B inhibitor
`Cc1ccc(-c2c(C(=O)N/N=C/c3c[nH]c4ccccc34)nnn2-c2nonc2N)cc1` is listed as 8 | 0.92 | 24 | 0.94 | 8 | 6 | 15 | 10 | -17
`Cc1ccccc1Oc1nc(-c2ccccn2)nc2ccccc12` is listed as 37 | 1.1 | 43* | 0.9 | -12 | 10 | 22 | 48* | 35

(continued)
Value order – NLRP3 yeast inh	hIAP act	TIM10 inh	mIAP activ	hIAP inh	mIAP block	Apaf1 inhib	tim10-1 inh	ATG4B inhibitor
O=C(NC1CC1)c1cc2c(F)cccc2s1
 : -2	1	9	0.87	-1	13	-14	7	2
CCN(CC(=O)Nc1cccc(C(C)=O)c1)S(=O)(=O)c1ccc(OC)cc1
 : 11	0.99	-1	0.96	1	4	0	15	0
O=C(NCc1nnc(SCC(=O)N2CCOCC2)o1)c1c(F)cccc1Cl
 : 13	0.88	-3	0.99	12	0	-3	3	-5
Nc1nc2n(n1)C(c1cccs1)CC(c1ccc(Br)cc1)N2 (centres undefined)
 : 40	0.94	3	1.1	6	-5	10	37	-3
Cc1onc(-c2ccccc2)c1C(=O)Nc1ccnn1C1CCCCC1
 : 3	0.95	5	0.98	5	2	7	16	-5
O=C(NCCc1ccccc1)NC(Cc1ccccc1)C(=O)O (centres undefined)
 : 2	0.88	0	0.96	12	4	6	-42	7
O=C(NCC(F)(F)F)c1ccc(S(=O)(=O)N2CCN(C(=O)C3CCCO3)CC2)cc1 (centres undefined)
 : 21	0.79	-1	0.98	21	2	-13	-1	-6
CC(C)CC(=O)Nc1ccc(-c2nc3ccccc3c(=O)[nH]2)cc1
 : 11	0.87	1	0.97	13	3	1	11	-3
C[C@H](NC(=O)Cc1cccc2ccccc12)C(=O)NCc1ccccc1
 : 6	1.2	3	1.1	-20	-7	2	-12	-4
COc1cccc2cc(C(=O)Nc3cccc(C)n3)c(=O)oc12
 : 0	1.1	7	0.94	-8	6	-1	-7	-11
CCC(C)[C@H](N)c1cn([C@@H](Cc2cc3ccccc3[nH]2)C(=O)N2CCNCC2)nn1 (some centres undefined)
 : -5	1.1	-9	1	-6	0	-11	0	-3
C#CCOCCOCCOCCNc1nc(N2CCN(C(=O)[C@H]([C@@H](C)O)n3cc(CCCCN)nn3)CC2)nc(N2CCN(C(=O)[C@H]([C@@H](C)CC)n3cc(CCCCN)nn3)CC2)n1
 : 9	1	-1	0.98	0	2	6	1	-8
CN(CC(=O)NCc1ccco1)S(=O)(=O)c1cccc2cccnc12
 : 1	0.93	2	0.9	7	10	-7	11	-5
O=C(COC(=O)CCC(=O)c1cccs1)NCc1ccc(Cl)cc1
 : 0	0.97	23	1	3	-4	-6	26	-4
CC(C)C(NC(=O)c1ccc(F)cc1)C(=O)NC1(C)CCS(=O)(=O)C1 (centres undefined)
 : 6	1.2	4	1.1	-17	-5	0	-6	-6
O=CN1CCN(C(=O)c2cc3cc(Cl)ccc3[nH]2)CC1
 : 21	1.2	-9	1	-20	-2	3	4	-5
COc1ccc(-c2nc3c4ccccc4ccn3c2CN2CCCCC2)cc1
 : 33	0.95	17	1	5	-2	15	9	-4
O=C(c1cc(COc2ccc3ncccc3c2)on1)N1CCCC1
 : 14	1.2	2	1	-25	-2	11	-16	4
COc1ccc(N(CC(=O)NCc2ccc(C)cc2)S(=O)(=O)c2ccccc2[N+](=O)[O-])c(OC)c1
 : 6	0.87	7	1	13	0	25	32	-25
O=C(NCc1ccccc1)c1cccc(COc2cccc(Cl)c2)c1
 : 9	1.1	43*	1.2	-9	-21	15	45*	15
O=C1CC(c2cccs2)Cc2nc(NCC3CCCO3)ncc21 (centres undefined)
 : -6	0.87	4	0.94	13	6	1	20	-14
O=C(OCc1csc(-c2ccccc2)n1)c1ccc(O)cc1
 : 21	1	2	1	0	0	0	5	-10
CCn1ccc(C(=O)NC2C(=O)N3C(C(=O)O)=C(C)CSC23)n1 (centres undefined)
 : 10	0.86	-8	0.95	14	5	-12	-9	-3
O=C(N/C(C(=O)N1CCOCC1)=C(\Sc1ncccn1)c1ccccc1)c1ccccc1
 : 22	0.81	2	0.95	19	5	1	14	-3
CC1=CCC(/C=N\Nc2nnc3c(n2)[nH]c2ccccc23)CC1 (centres undefined)
 : 10	1.2	-16	0.95	-17	5	7	-8	.
COc1cc2[nH]cc(C(=O)NCCc3ccccc3)c(=O)c2cc1OC
 : 5	0.88	6	0.87	12	13	-9	15	-12
COc1cccc(NC(=O)N(Cc2ccco2)C(C)c2cccs2)c1 (centres undefined)
 : 12	0.99	18	1.2	1	-16	-10	26	-3
COc1ccccc1NS(=O)(=O)c1cccc(C(=O)NN=C2CCCCCC2)c1
 : 2	1.2	-2	1.1	-17	-12	-6	6	-3
COc1ccc(NC(=S)NNC(=O)COc2ccc(Cl)cc2Cl)cc1
 : 25	1.4	47*	0.95	-39	5	7	30	10
Cc1ccccc1N(CC(=O)N/N=C/c1ccccc1Cl)C(=O)c1ccccc1
 : 10	1.1	-7	0.96	-10	4	15	7	-5
O=C(CSc1nc2ccccc2c(=O)[nH]1)Nc1ccc(N2CCOCC2)cc1
 : 15	1.3	5	0.94	-25	6	-3	2	-1
CC1CC(=O)N(c2ccc(NCCc3ccccc3)c([N+](=O)[O-])c2)C1=O (centres undefined)
 : 23	0.74	-3	0.89	26	11	-2	-7	-5
CNc1nc(-c2ccccc2)nc(-c2ccc(OC)cc2)c1C#N
 : -1	0.91	-2	1	9	-4	-3	-22	-1
Cc1ccc(S(C)(=O)=O)cc1S(=O)(=O)Nc1ccccc1
 : 8	1	-3	0.83	-2	17	6	3	1
Cc1nc2cc(C(F)(F)F)ccc2n1C
 : -20	0.81	-2	1	19	-4	1	16	5
CC1CN(C(=O)COC(=O)c2cc(Cl)ccc2Cl)CC(C)O1 (centres undefined)
 : 12	1.1	4	1.1	-8	-11	4	6	-5
CN(C)CCCn1c(SCC(=O)Nc2nccs2)nnc1-c1ccncc1
 : 4	1.1	-14	1.1	-5	-15	-4	22	-3
CC1CCc2c(sc3ncnc(NCc4cccnc4)c23)C1 (centres undefined)
 : 9	1.3	13	1	-27	-5	15	11	-13
CC(C)NC(=O)NC(=O)COC(=O)c1ccc(OC(F)(F)F)cc1
 : 20	0.98	7	0.95	2	5	9	33	9
C/C(CC(=O)NC1CCCCC1)=N\NC(=O)c1ccccc1C
 : 12	0.96	9	1	4	-1	6	-7	1

TIM10 inh: hit marks shown above
mol	NLRP3 yeast inh	hIAP act	TIM10 inh	mIAP activ	hIAP inh	mIAP block	ATG4B inhibitor
Cc1ccccc1Oc1nc(-c2ccccn2)nc2ccccc12	37	1.1	43*	0.9	-12	10	35
O=C(NCc1ccccc1)c1cccc(COc2cccc(Cl)c2)c1	9	1.1	43*	1.2	-9	-21	15
COc1ccc(NC(=S)NNC(=O)COc2ccc(Cl)cc2Cl)cc1	25	1.4	47*	0.95	-39	5	10

Compound activity: PubChem, Sanford-Burnham Center for Chemical Genomics
